# Source: PubChem (National Center for Advancing Translational Sciences (NCATS))
# Hsp90 Hop PPI – qHTS Assay for Disrupters of an Hsp90 Co-Chaperone Interaction. AlphaScreen TPR2A-His6 binding biotin-Hsp90 C-terminal peptide. Potency, µM (series often up to 57 µM), for the others: top-dose activity change, negative = inhibition. 71,000 tested, 0.44% active. AID 595, 2007; active means well fitted curve in either direction with a large enough effect; inconclusive means small, poorly fitted or top-dose-only effect, or another doubt; further: potency means the concentration at half of the fitted maximal effect; on the % scale 0 is the no-effect control and ±100 the full control effect; many of its hits are not listed in these tables
# USP2a inhib – qHTS Assay for Inhibitors of Ubiquitin-specific Protease USP2a; Ubiquitin carboxyl-terminal hydrolase 2 (Homo sapiens), O75604; USP2a enzymatic assay, qHTS inhibition; Potency, µM (titrated, usually from 38.3 µM), for inactives: at the top dose activity change, negative = inhibition, actives largely listed as inhibitors; 60,000 tested, 0.1% active;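 further: potency means the concentration at half of the fitted maximal effect; nearly all actives have a fitted effect of over 60% in size; plate controls were DMSO for no effect and NEM full inhibition control for full effect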
# Target sequence (O75604 whole entry, looked up): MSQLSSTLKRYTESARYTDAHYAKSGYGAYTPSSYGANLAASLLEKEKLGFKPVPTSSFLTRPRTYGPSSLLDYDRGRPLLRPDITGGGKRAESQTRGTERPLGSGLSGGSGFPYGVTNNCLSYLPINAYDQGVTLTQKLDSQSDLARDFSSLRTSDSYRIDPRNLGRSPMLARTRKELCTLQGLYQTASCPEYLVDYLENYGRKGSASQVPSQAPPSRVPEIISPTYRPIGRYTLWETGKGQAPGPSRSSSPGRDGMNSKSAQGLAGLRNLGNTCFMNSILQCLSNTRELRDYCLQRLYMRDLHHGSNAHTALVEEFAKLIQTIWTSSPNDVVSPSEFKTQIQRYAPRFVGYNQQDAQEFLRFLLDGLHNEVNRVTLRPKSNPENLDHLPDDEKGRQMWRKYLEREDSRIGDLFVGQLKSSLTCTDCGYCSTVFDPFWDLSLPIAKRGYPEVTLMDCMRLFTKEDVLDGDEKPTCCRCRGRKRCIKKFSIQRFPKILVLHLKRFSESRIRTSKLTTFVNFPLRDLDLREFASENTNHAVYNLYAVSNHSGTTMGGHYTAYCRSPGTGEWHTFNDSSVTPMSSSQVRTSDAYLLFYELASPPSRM
#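 20 nM USP2 core + cpd, 30 min RT; add 20 nM Ub-PLA2/20 uM NBD C6-HPC; read Ex460/Em535 at 0 h and 2.5 h. Normalized to NEM; qHTS curve fit/classification.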
# Pol III holo inh – qHTS Assay for Inhibitors of DNA Polymerase III Holoenzyme System. Potency, µM (top dose mostly 57.1 µM), for inactives: top-dose activity change, negative = inhibition. reconstituted DNA polymerase III holoenzyme replication, biochemical. 71,000 tested, 0.25% active; further: potency means the concentration at half of the fitted maximal effect; on the % scale 0 is the no-effect control and ±100 the full control effect
#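 Reconstituted *E. coli* holoenzyme (0.35 nM Pol III, 1 nM beta, 154 nM SSB, 2 nM primase) was preincubated with compound for 15 min at RT. Synthesis on 1.4 nM ssM13Gori ran 35 min, then was stopped with PicoGreen/EDTA and read as dsDNA fluorescence.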
# HBB splice mod – qHTS Assay for Modulators of Hemoglobin Beta Chain Splicing | HBB splicing reporter cell assay, activation; EGFP reporter with mutant IVS2-654 intron; response scale: normalised to 500 nM splice-correcting PNA | Potency, µM (top dose mostly 46.1 µM), for the others: top-dose activation, actives largely listed as activators | 65,000 tested, 0.06% active | AID 925, 2007; further: potency means the concentration at half of the fitted maximal effect; 0% is about no effect
#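 HeLa cells stably expressing EGFP interrupted by mutant beta-globin intron 2 (IVS2-654), 500/well in 2% FCS. Treated with compound for 2 days at 37C. Splicing correction scored as total well GFP intensity (488 nm excitation, 500-520 nm emission); 500 nM antisense PNA served as control.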
# CRE-bla Fsk – Cell signaling CRE-BLA (Fsk stim). 71,000 tested, 2.5% active. CHO CRE-bla reporter (cAMP response element driving beta-lactamase), forskolin EC10, beta-lactamase ratio. Potency, µM (titrated, usually from 38.2 µM), without a hit: at the highest dose activity change, negative = inhibition, most hits filed as activators; active means well fitted activation curve with a large enough effect in the signal ratio, with a control signal flat, not every such curve was filed as active; inconclusive means small, poorly fitted or top-dose-only effect, or effect the other way, or a change in a side signal; the % refers to the signal ratio; further: potency means the concentration at half of the fitted maximal effect; % of control where 0% means no effect
#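 Using CellSensor CRE-bla CHO cells in Opti-MEM with 0.5% dialyzed FBS, compounds were titrated with EC10 NKH 477 for 3 h at 37 °C. CCF4 ratio (460/530 nm) gave %Activity; AC50 derived.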
# BRCT inh red – qHTS Assay for Inhibitors of BRCT-Phosphoprotein Interaction (Red Fluorophore); Potency, µM (doses to about 76.9 µM), for the others: top-dose activity change, negative = inhibition, hits mostly inhibitors; Breast cancer type 1 susceptibility protein (Homo sapiens), P38398; BRCT-phosphopeptide binding, red fluorescence polarization; AID 892, 2007; 75,000 tested, 0.03% active; further: on the % scale 0 is the no-effect control and ±100 the full control effect
#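 Fluorescence polarization: 100 nM His-tagged BRCA1 BRCT with 100 nM TAMRA-labelled phospho-BACH1 decapeptide, phosphate buffer pH 7.3 with 150 mM NaCl, DTT, 0.01% Tween 20; 12 min RT. Binding inhibition seen as FP decrease.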
# BRCT inh green – qHTS Assay for Inhibitors of BRCT-Phosphoprotein Interaction (Green Fluorophore) | 75,000 tested, 0.05% active | Breast cancer type 1 susceptibility protein (Homo sapiens), P38398 | BRCA1 BRCT-phosphopeptide binding, green fluorescence polarization | Potency, µM (titrated, usually from 76.9 µM), for the others: at the highest dose activity change, negative = inhibition, hits mostly inhibitors | AID 875, 2007;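 further: potency means the concentration at half of the fitted maximal effect; plate controls were peptide without protein for full effect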
#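 Compounds were incubated for 12 min at room temperature with a complex of 100 nM fluorescein-tagged pBACH1 decapeptide and 250 nM His-tagged BRCT protein. Buffer was phosphate pH 7.3 with EDTA, DTT and Tween 20. Disruption of binding lowers the polarization signal.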
# ALOX15 inhib – qHTS Assay for Inhibitors of 15-hLO (15-human lipoxygenase); Polyunsaturated fatty acid lipoxygenase ALOX15 (Homo sapiens), P16050; purified 15hLO-1, xylenol orange hydroperoxide absorbance; Potency, µM (doses to about 57.1 µM), for inactives: at the highest dose activity change, negative = inhibition, hits mostly inhibitors; 74,000 tested, 1.4% active; AID 887, 2007; further: potency means the concentration at half of the fitted maximal effect; on the % scale 0 is the no-effect control and ±100 the full control effect; nearly all actives have a fitted effect of over 55% in size
#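 Compounds were preincubated 15 min at room temperature with 40 nM purified human enzyme (25 mM Hepes pH 7.5, 0.01% Triton X-100); 50 uM arachidonic acid reacted 6 min. Fe-xylenol orange detection, 30 min, absorbance ratio 573/405 nm.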
# Ub-GFP proteasome – Ubiquitin-GFP Assay; Ubiquitin-GFP reporter cells, proteasome inhibition, GFP fluorescence; response scale: untreated = 0%, 10 µM MG-132 = 100%; Potency, µM (titrated, usually from 45.9 µM), without a hit: at the top dose activation (GFP accumulation), most hits filed as activators; 67,000 tested, under 10 active; AID 526, 2006; active means well fitted activation curve with a large enough effect, not every such curve was filed as active; inconclusive means small, poorly fitted or top-dose-only effect, or another doubt; inactive means no such curve, though single readings can be large or run the other way; further: potency means the concentration at half of the fitted maximal effect
#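 Reporter cells (U2OS, ubiquitin-G76V-GFP fusion) are plated overnight, then treated 4 hr at 37 °C with compound titrations from 46 uM down to 2.9 nM. Activity is scaled against untreated cells and 10 uM MG-132.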
# HADH2 inh – qHTS Assay for Inhibitors of HADH2 (Hydroxyacyl-Coenzyme A Dehydrogenase, Type II). Potency, µM (titrated, usually from 57.1 µM), for inactives: at the highest dose activity change, negative = inhibition, usual class: inhibitors. recombinant HADH2, NADH fluorescence, beta-hydroxybutyryl-CoA. 73,000 tested, 3.4% active; further: potency means the concentration at half of the fitted maximal effect; on the % scale 0 is the no-effect control and ±100 the full control effect; nearly all actives have a fitted effect of over 60% in size; many of its hits are not listed in these tables
# Target sequence (Q99714 whole entry, looked up, one chain of several): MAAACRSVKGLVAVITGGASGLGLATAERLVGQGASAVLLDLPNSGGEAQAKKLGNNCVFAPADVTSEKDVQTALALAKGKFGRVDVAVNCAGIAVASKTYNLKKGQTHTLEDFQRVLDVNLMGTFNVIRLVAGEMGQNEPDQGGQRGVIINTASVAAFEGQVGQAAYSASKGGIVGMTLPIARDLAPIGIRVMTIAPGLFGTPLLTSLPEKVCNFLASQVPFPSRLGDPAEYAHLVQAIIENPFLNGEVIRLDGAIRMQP
#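 20 nM HADH2 + cpd, 15 min RT; add 1 mM NAD+/90 uM beta-hydroxybutyryl-CoA; kinetic fluorescence 360/450 nm, 4 min. Tris-HCl pH 9.0, 0.01% Tween-20.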
# GFP derepression – qHTS Assay for Epigenetic Modulators. mouse C127i GFP locus derepression, cytometry, 30 h. Potency, µM (doses to about 46.1 µM), for inactives: top-dose GFP derepression (activation). 68,000 tested, 0.09% active; further: % of control where 0% means no effect
#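 Murine C127i mammary cells carrying a silenced, stably integrated CMV-driven GFP reporter were treated with compound for 30 hours at 37 C. After PBS washes, GFP-positive cells were counted by laser-scanning microplate cytometry.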
# Starred values were filed as active, the others as inactive; ? = inconclusive; · = no result given; [ ] = dose if it differs, or a comment. Unless noted, the call rests on the fitted dose curve; in most records, active means well fitted curve in the direction sought with a large enough effect; inconclusive means small, poorly fitted or top-dose-only effect, or another doubt; inactive means no such curve, though single readings can be large; an effect the other way counts as inactive or inconclusive. This is a subset; count on the stated rates, not on these rows.
# Screens in order: GFP derepression	HBB splice mod	BRCT inh green	BRCT inh red	Hsp90 Hop PPI	CRE-bla Fsk	USP2a inhib	Ub-GFP proteasome	ALOX15 inhib	HADH2 inh	Pol III holo inh
> COc1ccc(C(=O)O)cc1S(=O)(=O)Nc1cccc(C)c1
  5%	-1.2%	0.4%	-2.5%	-3%	-9%	-4%	0%	0%	-2%	-2%
> CCOC(=O)c1cnc(SCC(=O)c2ccc3c(c2)OCCO3)nc1N
  -1%	·	-2.0%	-4.0%	6%	13%	10%	-1%	?	?	-5%
> CCS(=O)(=O)N1CCN(C(=O)c2cccc(OC)c2)CC1
  4%	1.9%	-1.8%	-1.3%	-5%	-2%	2%	0%	1%	0%	4%
> Cn1c(=O)n2n(c1=O)[C@H]1[C@H](O)[C@H]3O[C@@H]3/C(=N/OC[C@@H](O)COCc3ccco3)[C@@H]1CC2
  ·	0.5%[9.22 µM]	0.1%[15.4 µM]	-1.2%[15.4 µM]	·	·	·	·	1%[11.4 µM]	-5%[11.4 µM]	·
> Cc1nc(NCC2CCCO2)c2oc3ccccc3c2n1 (configuration not stated)
  4%	-2.5%[57.5 µM]	3.2%	-3.5%	3%	?	-3%	-6%	-16%	-2%	-1%
> CCOC(=O)c1ccc(NC(=O)N2CCc3ccccc32)cc1
  10%	0.7%	1.3%	0.5%	0%	-2%	5%	6%	-6%	-2%	-3%
> COC(=O)CNS(=O)(=O)c1ccc(Cc2ccc(S(=O)(=O)NCC(=O)OC)cc2)cc1
  0%	-0.7%[0.369 µM]	-3.2%	0.0%	-7%	-9%	12%	·	4%	9%	-4%
> CCCOC(=O)C1=C(C)NC2=C(C(=O)CCC2)C1c1ccc(N(C)C)cc1 (configuration not stated)
  -1%	·	-0.1%	0.4%	-14%	4%	13%	-1%	-8%	1%	-4%
> N[C@@H](COP(=O)(O)O)C(=O)O
  1%	·	-2.4%	-1.6%	0%	?	-3%	5%	-6%[25.6 µM]	8%	-3%
> CC(C)(C)OC(=O)NCCc1nnc(SCC(=O)c2ccc(Cl)cc2)o1
  -2%	-2.1%[57.5 µM]	-6.0%	-0.1%	-3%	-6%	4%	4%	-1%	-1%	5%
> NC(=O)CN1CCOCCN(CC(N)=O)CCOCC1
  1%	-0.6%[9.22 µM]	-0.5%	-0.4%	-3%	-5%	-2%	8%	16%	4%	8%
> COc1cccc(-c2nc(CS(=O)CC(=O)NCCCOC(C)C)c(C)o2)c1 (configuration not stated)
  -1%	-5.6%	0.9%	-1.7%	-12%	?	1%	4%	6%	-4%	-7%
> CCOc1ccccc1OCCCC(=O)NC1=NCCS1
  -1%	-0.1%	-2.7%	-0.2%	-3%	?	-6%	-7%	11%	4%	-3%
> COc1ccc(-c2nc(CN3CCC(C(=O)NC(C)C)CC3)c(C)o2)cc1OC
  0%	-2.4%[1.84 µM]	-2.8%	-0.4%	1%	?	3%	4%	7%	-1%	1%
> CC1(C)CC(=O)c2c(nn(-c3ccccc3)c2N)C1
  -1%	0.6%	-1.2%	1.3%	0%	?	-5%	-7%	6%	8%	-4%
> O=c1cnc2cnc(Nc3ccccc3)nc2n1C1CC1
  11%[9.22 µM]	0.8%	10%	1.0%	-1%	0%	?	6%	4%	-8%	-12%
> CCOC(=O)CNS(=O)(=O)c1ccc(S(=O)(=O)N2CCCC2)cc1
  1%	-1.0%	-2.1%	1.8%	-1%	?	-1%	0%	14%	1%	1%
> CCCCCCNC(=O)Nc1ccccc1
  0%	-4.3%[0.0738 µM]	-1.1%	-0.4%	-6%[11 µM]	-4%[7.6 µM]	5%[7.66 µM]	-9%[9.17 µM]	-6%[11.4 µM]	3%[11.4 µM]	4%[11.4 µM]
> CC(NC(=O)Cn1cnnn1)C12CC3CC(CC(C3)C1)C2 (configuration not stated)
  -1%	0.2%	0.6%	0.3%	3%	14%	8%	0%	-2%	30%[activator]	-1%
> C=CCn1c(CCC(=O)O)ccc1-c1ccccc1
  0%	2.1%	2.2%	-2.6%	-9%	2%	7%	7%	-14%	?	-11%
> Cc1cc(NC(=O)CCC(=O)N(C2CC2)C2(C(=O)NC3CCCC3)CCC(C)CC2)no1 (configuration not stated)
  -1%	-0.1%	-1.6%	0.4%	-2%	?	13%	-5%	4%	6%	-2%
> O=C(CCSc1ccccc1)NCC1CCCO1 (configuration not stated)
  2%	-0.5%	-0.6%	0.2%	-1%	-7%	-2%	5%	-2%	?	-2%
> CCCc1cc(C(=O)Nc2ccccc2SC)no1
  0%	-0.3%	-2.3%	1.3%	24%	-3%	·	6%	-1%	-3%	0%
> COc1cc(C(c2nnnn2C(C)(C)C)N2CCN(C)CC2)cc(OC)c1OC (configuration not stated)
  -2%	0.2%[57.5 µM]	-4.1%	0.5%	1%	0%	·	0%	14%	2%	0%
> O=C(NCC1COc2ccccc2O1)C1CCCN(S(=O)(=O)c2cccc3nsnc23)C1 (configuration not stated)
  -1%	-0.8%	19%	-0.6%	?	?	32%[activator]	5%	-24%	5%	-2%
> COc1ccc(C(=O)NCc2cn3ccsc3n2)cc1OC
  ·	-0.1%	0.3%	-0.4%	-5%	21%	·	-4%	8%	7%	0%
> Cc1[nH]c(=O)[nH]c(=O)c1S(=O)(=O)N1CCCC(C(=O)NCCc2ccc(Cl)cc2)C1 (configuration not stated)
  1%	-3.7%	-1.7%	-2.2%	-1%	6%	4%	-3%	-5%	6%	-1%
> O=C(CSc1nnc(CNc2ccc(F)cc2)n1Cc1ccccc1)NCc1ccco1
  -2%	0.0%[57.5 µM]	-3.1%	-1.9%	1%	-10%	-2%	1%	0%	-19%	-3%
> CCCCCCn1c(N(CC)CC)nc2c1c(=O)[nH]c(=O)n2C
  0%	·	-8.1%	-0.5%	-4%	10µM*	6%	0%	-5%	13%	-1%
> CCSCCOC(=O)C1=C(C)NC(=O)NC1c1cccc(OC)c1OC (configuration not stated)
  -2%	0.4%	-0.9%	0.3%	-5%	8%	·	-6%	-3%	-10%	-4%
> O=C1CCC(c2ccccc2)(c2ccccc2)CC1
  -2%[9.22 µM]	0.1%[9.22 µM]	1.5%[15.4 µM]	1.8%[15.4 µM]	2%[11 µM]	14%[7.6 µM]	·	-7%[9.17 µM]	-3%[11.4 µM]	3%[11.4 µM]	-4%[11.4 µM]
> Clc1ccc([C@@H](c2ccccc2Cl)C(Cl)Cl)cc1
  0%	-0.7%	·	·	?	16%	·	-1%	·	5%	-1%
> O=C(c1ccc(O)cc1)c1ccc(Cl)cc1
  -3%	-1.0%	-2.2%	-0.1%	0%	7%	1%	-11%	-6%	-20%	0%
> N#Cc1nc(COc2ccc(Br)cc2)oc1NCCCn1ccnc1
  0%	1.8%	-0.9%	0.8%	-23%	?	12%	0%	28%	4%	-7%
> C=CCn1c(SCC(=O)/C(C#N)=C(\C)N)nnc1C1CCCCC1
  1%	-0.2%[57.5 µM]	-0.7%	-0.6%	1%	?	-4%	-2%	5%	-2%	3%
> C/C(CC/C(C)=N/O)=N/O
  -3%[9.22 µM]	3.2%[9.22 µM]	-2.3%[15.4 µM]	0.8%[15.4 µM]	1%[11 µM]	1%[7.6 µM]	·	-1%[9.17 µM]	8%[11.4 µM]	-8%[11.4 µM]	-3%[11.4 µM]
> CCc1ccc(NC(=O)CC2NCCNC2=O)cc1 (configuration not stated)
  0%	-0.3%	-1.5%	-3.2%	-4%	20%	38%[activator]	2%	-14%	8%	1%
> Cc1cccc(NC(=O)CCn2ccnc2C)c1
  -1%	0.3%	-1.6%	-1.0%	0%	?	2%	-3%	0%	16%	3%
> Cc1cccc(NS(=O)(=O)c2cccc3cccnc23)n1
  ·	-0.2%	1.0%	2.1%	-5%	-5%	·	-2%	3%	-11%	-2%
